Source: PubChem BioAssay
LYPLA2 counter – LYPLA2 (human) inhibition in PME1 counter-screen; O95372; recombinant LYPLA2, FP-Rh probe fluorescence polarization; inhibition, % at 5.9 µM; 320,000 compounds, 0.38% hits; AID 2177;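 active = inhibition above the screen-wide mean plus 3 SD, limit set per campaign, cut at about 26% in these data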;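 also: 0% = LYPLA2 with DMSO and 100% = wells lacking LYPLA2 enzyme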
PAFAH1B3 inh – inhibitors of human PAFAH1B3; recombinant PAFAH1B3, FP-rhodamine probe, fluorescence polarization; inhibition, % at 3.39 µM; 340,000 compounds, 0.28% hits; AID 492972;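 active = inhibition above the screen-wide average of all tested compounds plus 3 SD, cut at about 25% in these data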;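 also: 0% = enzyme with DMSO only and 100% = wells lacking PAFAH1B3 protein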
Target sequence (Q15102 whole entry, looked up): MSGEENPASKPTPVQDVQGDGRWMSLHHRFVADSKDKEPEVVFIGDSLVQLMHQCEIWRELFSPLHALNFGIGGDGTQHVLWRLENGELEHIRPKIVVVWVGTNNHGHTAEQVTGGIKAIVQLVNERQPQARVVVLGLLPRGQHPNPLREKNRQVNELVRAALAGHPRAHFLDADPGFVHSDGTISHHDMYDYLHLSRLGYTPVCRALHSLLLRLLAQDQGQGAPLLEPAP
PREPL inhibitor – inhibitors of human prolyl oligopeptidase-like enzyme PREPL; Q4J6C6; recombinant PREPL, fluorescence polarization activity-based probe; inhibition, % at 5.96 µM; 320,000 compounds, 0.68% hits; AID 2751; in the data active = inhibition above about 43%;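 also: 0% = enzyme with DMSO and 100% = wells lacking enzyme; many of its hits are not listed in these tables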
GSTO1 counter – GSTO1 inhibition, counter-screen for RBBP9 inhibitors; P78417; recombinant GSTO1, activity-based probe fluorescence polarization; inhibition, % at 5.96 µM; 300,000 compounds, 1.1% hits;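 active = inhibition above the campaign mean inhibition plus 3 SD, cut at about 35% in these data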;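 also: 0% = GSTO1-1 with DMSO and 100% = wells lacking GSTO1-1 enzyme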
Target sequence (P78417 whole entry, looked up): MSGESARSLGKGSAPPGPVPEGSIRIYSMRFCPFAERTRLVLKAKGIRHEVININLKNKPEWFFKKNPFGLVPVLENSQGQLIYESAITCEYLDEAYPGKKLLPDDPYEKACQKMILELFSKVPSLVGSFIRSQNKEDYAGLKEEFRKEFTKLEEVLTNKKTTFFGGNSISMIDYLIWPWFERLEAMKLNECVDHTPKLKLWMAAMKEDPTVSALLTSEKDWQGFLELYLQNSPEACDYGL
PAD4 inh – blocks human protein arginine deiminase 4; Q9UM07; recombinant PAD4, RCA probe fluorescence polarization; inhibition, % at 6.36 µM; 330,000 compounds, 0.41% hits;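 active = percent inhibition above a cutoff equal to the mean of all tested compounds plus 3 SD, cut at about 15% in these data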;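 also: 0% = PAD4 with RCA probe and DMSO and 100% = probe without PAD4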
LYPLA1 inh – LYPLA1 (human) inhibition in PME1 counter-screen; recombinant LYPLA1, FP-Rh probe fluorescence polarization; 320,000 compounds, 0.16% hits; inhibition, % at 5.9 µM; O75608;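 active = inhibition above the mean of all tested compounds plus 3 SD, set per campaign, cut at about 14% in these data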;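 also: inhibitors block serine hydrolase probe labeling of LYPLA1 so polarization falls; 0% = enzyme with DMSO and 100% = wells lacking LYPLA1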
PAFAH1B2 FP inh – inhibitors of human PAFAH1B2; inhibition, % at 3.39 µM; AID 492953; recombinant PAFAH1B2, FP-rhodamine activity probe, fluorescence polarization; P68402; 340,000 compounds, 1.2% hits;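 active = inhibition above the mean of all tested compounds plus 3 SD, cut at about 24% in these data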;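 also: 0% = enzyme with DMSO and 100% = wells lacking PAFAH1B2; many of its hits are not listed in these tables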
Target sequence (P68402 whole entry, looked up): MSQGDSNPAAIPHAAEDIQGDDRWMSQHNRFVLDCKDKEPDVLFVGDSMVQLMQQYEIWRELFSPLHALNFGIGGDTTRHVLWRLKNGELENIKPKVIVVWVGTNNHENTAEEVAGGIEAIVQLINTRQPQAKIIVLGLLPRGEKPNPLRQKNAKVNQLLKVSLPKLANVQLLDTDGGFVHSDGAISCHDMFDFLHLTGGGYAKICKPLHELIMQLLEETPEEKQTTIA
pPAFAH FP inh – pPAFAH (human) enzyme inhibition. Q13093. recombinant pPAFAH, FP-rhodamine probe fluorescence polarization. inhibition, % at 3.39 µM. 330,000 compounds, 1.5% hits. AID 463082;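 active = inhibition above the mean inhibition across the screen plus 3 SD, cut at about 25% in these data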;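 also: inhibitors block binding of the rhodamine activity-based probe so polarization drops; 0% = enzyme with DMSO and 100% = wells lacking pPAFAH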
PME-1 primary – blocks human protein phosphatase methylesterase 1. Q9Y570. recombinant PME-1, FP-Rh probe fluorescence polarization. inhibition, % at 5.9 µM. 320,000 compounds, 0.53% hits. AID 2130;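 active = inhibition above the campaign mean of all compounds plus 3 SD, cut at about 26% in these data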;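 also: competitive labeling of PME-1 active site by serine hydrolase directed probe; 0% = PME-1 with DMSO and 100% = wells lacking PME-1 enzyme; inhibitors block probe labeling so polarization falls and inhibition rises; many of its hits are not listed in these tables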
Target sequence (Q9Y570 whole entry, looked up): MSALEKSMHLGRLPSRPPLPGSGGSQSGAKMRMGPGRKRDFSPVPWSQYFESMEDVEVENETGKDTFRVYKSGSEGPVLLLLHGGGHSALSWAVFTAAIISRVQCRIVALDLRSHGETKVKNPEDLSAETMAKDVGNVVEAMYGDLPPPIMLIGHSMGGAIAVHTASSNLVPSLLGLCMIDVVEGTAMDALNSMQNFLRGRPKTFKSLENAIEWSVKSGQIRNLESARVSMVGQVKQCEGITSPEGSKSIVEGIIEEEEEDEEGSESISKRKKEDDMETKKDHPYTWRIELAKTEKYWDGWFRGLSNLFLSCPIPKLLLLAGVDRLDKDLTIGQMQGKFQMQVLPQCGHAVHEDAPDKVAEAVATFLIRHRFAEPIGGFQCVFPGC
Starred values were filed as active, the others as inactive. The list is partial; the hit share may differ from the screen's.

`Cc1ccc(C)c(NC(=O)Cn2ccn(-c3ccc4c(c3)OCO4)c(=O)c2=O)c1` gave LYPLA2 counter -2, PAFAH1B3 inh -1, PREPL inhibitor -6, GSTO1 counter 6, PAD4 inh 1, LYPLA1 inh 1, PAFAH1B2 FP inh -1, pPAFAH FP inh 1 and PME-1 primary 2.
`C/C(=N\NC(=O)c1cccc2ccccc12)c1cccs1` gave LYPLA2 counter 4, PAFAH1B3 inh -3, PREPL inhibitor -1, GSTO1 counter 0, PAD4 inh 3, LYPLA1 inh 0, PAFAH1B2 FP inh 2, pPAFAH FP inh 7 and PME-1 primary 4.
For CCc1ccc(OCC(=O)NNC(=S)NC(=O)C2CCCCC2)c(Br)c1 the results were LYPLA2 counter 5, PAFAH1B3 inh 7, PREPL inhibitor -1, GSTO1 counter -2, PAD4 inh 5, LYPLA1 inh 3, PAFAH1B2 FP inh 11, pPAFAH FP inh 5 and PME-1 primary 5.
For C/C(=N\NC(N)=O)C1(C)CCCCC1 the results were LYPLA2 counter 8, PAFAH1B3 inh 2, PREPL inhibitor 2, GSTO1 counter -1, PAD4 inh 4, LYPLA1 inh 1, PAFAH1B2 FP inh 10, pPAFAH FP inh 1 and PME-1 primary 1.
Screening O=C(Nc1nnc(C2CC2)s1)c1cc([N+](=O)[O-])ccc1N1CCCCC1 returned LYPLA2 counter 0, PAFAH1B3 inh -2, PREPL inhibitor 7, GSTO1 counter 4, PAD4 inh 5, LYPLA1 inh 0, PAFAH1B2 FP inh 1, pPAFAH FP inh 4 and PME-1 primary -4.
Screening O=C(Cc1c(F)cccc1Cl)NNC(=O)Nc1ccc2c(c1)OCO2 returned LYPLA2 counter 4, PAFAH1B3 inh 2, PREPL inhibitor 5, GSTO1 counter 3, PAD4 inh -6, LYPLA1 inh 1, PAFAH1B2 FP inh 5, pPAFAH FP inh 0 and PME-1 primary -1.
COc1ccc(-n2cc(-c3ccccc3)[n+]3c2CCCCC3)cc1 was read as LYPLA2 counter -10, PAFAH1B3 inh 8, PREPL inhibitor 5, GSTO1 counter -1, PAD4 inh -3, LYPLA1 inh -2, PAFAH1B2 FP inh 9, pPAFAH FP inh -1 and PME-1 primary -3.
For Cc1ccsc1/C=C1\SC(N)=NC1=O the results were LYPLA2 counter -1, PAFAH1B3 inh -3, PREPL inhibitor -1, GSTO1 counter -27, PAD4 inh -2, LYPLA1 inh -2, PAFAH1B2 FP inh -1, pPAFAH FP inh 1 and PME-1 primary -3.
For COc1ccc(C(=O)NC2CC2)cc1OC1CCN(Cc2cc(C)cc(C)c2)CC1 the results were LYPLA2 counter -2, PAFAH1B3 inh 12, PREPL inhibitor -5, GSTO1 counter 0, PAD4 inh -1, LYPLA1 inh -1, PAFAH1B2 FP inh 1, pPAFAH FP inh -4 and PME-1 primary 1.
For COC(=O)[C@@]1(Cc2ccccc2)[C@H]2C(=O)N(Cc3ccccc3)C(=O)[C@H]2[C@H]2CN=C(SCC(=O)c3ccccc3)N21 the results were PAFAH1B3 inh 0, PAD4 inh 4, PAFAH1B2 FP inh 2 and pPAFAH FP inh 8.
For N#CC1=C(N)Oc2cc(Nc3ccccc3)ccc2C1c1ccncc1 (centres undefined) the results were LYPLA2 counter 2, PAFAH1B3 inh 5, PREPL inhibitor 10, GSTO1 counter 3, PAD4 inh -1, LYPLA1 inh 2, PAFAH1B2 FP inh 0, pPAFAH FP inh 8 and PME-1 primary 10.
For COCCN(C(=O)COC(=O)C1CC1)c1c(N)n(Cc2ccccc2)c(=O)[nH]c1=O the results were LYPLA2 counter -3, PAFAH1B3 inh 0, PREPL inhibitor 5, GSTO1 counter 9, PAD4 inh -3, LYPLA1 inh -2, PAFAH1B2 FP inh 7, pPAFAH FP inh 5 and PME-1 primary 1.
Screening CCOc1ccccc1CN1CCNC(=O)C1CC(=O)N(C)C1CCOCC1 (centres undefined) returned LYPLA2 counter 1, PAFAH1B3 inh 1, PREPL inhibitor 6, GSTO1 counter 3, PAD4 inh -3, LYPLA1 inh -1, PAFAH1B2 FP inh -3, pPAFAH FP inh 4 and PME-1 primary 0.
Screening COc1ccccc1/C=N/NC(=O)c1nnn(-c2nonc2N)c1-c1cccs1 returned LYPLA2 counter 0, PAFAH1B3 inh 2, PREPL inhibitor -11, GSTO1 counter -1, PAD4 inh 1, LYPLA1 inh -4, PAFAH1B2 FP inh 2, pPAFAH FP inh -3 and PME-1 primary -3.
`COc1ccc(-n2c(Cc3cccn3C)nnc2SCC(=O)Nc2cccc(C)c2C)cc1` gave LYPLA2 counter -6, PAFAH1B3 inh -3, PREPL inhibitor 14, GSTO1 counter -4, PAD4 inh -5, LYPLA1 inh 4, PAFAH1B2 FP inh 2, pPAFAH FP inh 6 and PME-1 primary -5.
Cc1nn(-c2ccccc2)c2nc(N)c(C#N)c(-c3ccc(O)c(O)c3)c12 was read as LYPLA2 counter -22, PAFAH1B3 inh 32*, PREPL inhibitor 5, GSTO1 counter -63, PAD4 inh -2, LYPLA1 inh -26, PAFAH1B2 FP inh 4, pPAFAH FP inh 31* and PME-1 primary 13.
Screening Cc1cccc(N2CCN(C(=O)CN(C)S(=O)(=O)c3ccc4c(c3)CCC(=O)N4)CC2)c1C returned LYPLA2 counter 8, PAFAH1B3 inh -1, PREPL inhibitor 3, GSTO1 counter 4, PAD4 inh 2, LYPLA1 inh 16*, PAFAH1B2 FP inh 5, pPAFAH FP inh 9 and PME-1 primary 6.
`CCNc1nc(NC(C)C)nc(NS(=O)(=O)c2ccc(Cl)cc2)n1` gave LYPLA2 counter -2, PAFAH1B3 inh 9, PREPL inhibitor 1, GSTO1 counter 7, PAD4 inh -2, LYPLA1 inh -7, PAFAH1B2 FP inh 12, pPAFAH FP inh 3 and PME-1 primary 1.
Cc1[nH]c2ccccc2c1C(=O)NS(=O)(=O)Nc1ccccc1 was read as LYPLA2 counter -2, PAFAH1B3 inh 6, PREPL inhibitor -10, GSTO1 counter -5, PAD4 inh 1, LYPLA1 inh 0, PAFAH1B2 FP inh 3, pPAFAH FP inh 3 and PME-1 primary -1.
`N#CCc1c(C#N)c(N)nc(N2CCN(S(=O)(=O)c3ccccc3F)CC2)c1C#N` gave LYPLA2 counter -8, PAFAH1B3 inh 1, PREPL inhibitor -3, GSTO1 counter -4, PAD4 inh -2, LYPLA1 inh -4, PAFAH1B2 FP inh 4, pPAFAH FP inh -5 and PME-1 primary 18.
Screening COC(=O)c1cccc(C23CC4(C2)[C@H](CN(Cc2cccnc2)[C@@H]4c2ccccc2)C3c2ccc(Cl)nc2)c1 (some centres undefined) returned LYPLA2 counter -5, PAFAH1B3 inh -3, PREPL inhibitor -3, GSTO1 counter -15, PAD4 inh 1, LYPLA1 inh -4, PAFAH1B2 FP inh -4, pPAFAH FP inh -1 and PME-1 primary -1.
O=C(CNC(=O)c1ccco1)NCC(=O)OCc1ccc(C(=O)Oc2ccc(Cl)cc2)cc1 was read as LYPLA2 counter 2, PAFAH1B3 inh 10, PREPL inhibitor -7, GSTO1 counter 4, PAD4 inh 2, LYPLA1 inh -4, PAFAH1B2 FP inh 1, pPAFAH FP inh 10 and PME-1 primary -8.
`COC(=O)c1sccc1NC(=O)c1sccc1C` gave LYPLA2 counter 6, PAFAH1B3 inh -3, PREPL inhibitor 3, GSTO1 counter 3, PAD4 inh 1, LYPLA1 inh 1, PAFAH1B2 FP inh 2, pPAFAH FP inh 3 and PME-1 primary -4.
For CCOC(=O)c1ccc(Nc2c(CC)c(C)nc3ncnn23)cc1 the results were LYPLA2 counter 7, PAFAH1B3 inh -4, PREPL inhibitor 4, GSTO1 counter 1, PAD4 inh 1, LYPLA1 inh 5, PAFAH1B2 FP inh 2, pPAFAH FP inh -1 and PME-1 primary 0.
Cc1cc(NC(=O)CCCN2C(=O)/C(=C\c3cccs3)SC2=S)no1 was read as LYPLA2 counter 4, PAFAH1B3 inh 9, PREPL inhibitor 6, GSTO1 counter 2, PAD4 inh -2, LYPLA1 inh 0, PAFAH1B2 FP inh 3, pPAFAH FP inh 3 and PME-1 primary 2.
COC(=O)Cn1nc(-c2ccccc2)c2cc(Cl)ccc21 was read as LYPLA2 counter 3, PAFAH1B3 inh 0, PREPL inhibitor -7, GSTO1 counter 1, PAD4 inh -5, LYPLA1 inh -2, PAFAH1B2 FP inh 2, pPAFAH FP inh 24 and PME-1 primary -2.
Nc1ccc(S(=O)(=O)NC2(C(F)(F)F)NC(=O)N(c3ccccc3Cl)C2=O)cc1 (centres undefined) was read as LYPLA2 counter -2, PAFAH1B3 inh 2, PREPL inhibitor 1, GSTO1 counter 3, PAD4 inh 4, LYPLA1 inh 0, PAFAH1B2 FP inh -13, pPAFAH FP inh 6 and PME-1 primary -4.
COc1ccc(N2CCN(CCCNC(=O)C(=O)c3c(C)[nH]c4ccccc34)CC2)cc1 was read as LYPLA2 counter 15, PAFAH1B3 inh 1, PREPL inhibitor 17, GSTO1 counter -6, PAD4 inh 2, LYPLA1 inh -1, PAFAH1B2 FP inh 1, pPAFAH FP inh 2 and PME-1 primary -2.
Screening CC(=O)Nc1ccc(S(=O)(=O)Nc2nc3ccccc3nc2-n2ccc(=NC(=O)c3ccccc3)cc2)cc1 returned LYPLA2 counter -3, PREPL inhibitor -1, GSTO1 counter 5, PAD4 inh -2, LYPLA1 inh -3, pPAFAH FP inh 2 and PME-1 primary 0.
For CN(C)S(=O)(=O)c1cccc(C(=O)N2CCN(Cc3ccccc3)CC2)c1 the results were LYPLA2 counter 4, PAFAH1B3 inh -2, PREPL inhibitor 6, GSTO1 counter -6, PAD4 inh 1, LYPLA1 inh 0, PAFAH1B2 FP inh -2, pPAFAH FP inh 1 and PME-1 primary 9.
Nc1ncnc2c1ncn2[C@@H]1O[C@H](CNCc2ccccc2OC2OC(CO)C(O)C(O)C2O)[C@@H](O)[C@H]1O (some centres undefined) was read as PAFAH1B3 inh 7, PAD4 inh 0, PAFAH1B2 FP inh -1 and pPAFAH FP inh 1.
`O=C1CSC(c2cccc([N+](=O)[O-])c2)N1C1CC2CCC1C2` (centres undefined) gave LYPLA2 counter 1, PAFAH1B3 inh -2, PREPL inhibitor 3, GSTO1 counter 5, PAD4 inh 0, LYPLA1 inh -1, PAFAH1B2 FP inh 24*, pPAFAH FP inh 0 and PME-1 primary 4.
For O=C(Nc1ccnc(-c2ccncc2)n1)C1CC1 the results were LYPLA2 counter 1, PAFAH1B3 inh 5, PREPL inhibitor 14, GSTO1 counter 5, PAD4 inh -1, LYPLA1 inh -1, PAFAH1B2 FP inh 0, pPAFAH FP inh 3 and PME-1 primary 1.
`Cc1cc(C)c2c(N)c(C(=O)N/N=C/c3cccs3)sc2n1` gave LYPLA2 counter -22, PREPL inhibitor -2, GSTO1 counter 3, PAD4 inh -1, LYPLA1 inh -3, pPAFAH FP inh 4 and PME-1 primary 1.
Screening CCC(C(=O)NCCN1CCN(C)CC1)n1c(C)c2cnn(-c3ccccc3)c(=O)c2c1C (centres undefined) returned LYPLA2 counter 2, PAFAH1B3 inh 3, PREPL inhibitor 5, GSTO1 counter 6, PAD4 inh 0, LYPLA1 inh 2, PAFAH1B2 FP inh 2, pPAFAH FP inh 0 and PME-1 primary 5.
Cc1ccc(S(=O)(=O)c2nc(C)oc2NCc2ccccc2)cc1 was read as LYPLA2 counter -4, PREPL inhibitor -9, GSTO1 counter 2, PAD4 inh 5, LYPLA1 inh 1, pPAFAH FP inh -3 and PME-1 primary -8.
For O=C(N/N=C/c1ccc2c(c1)OCO2)/C(=C/c1ccc2c(c1)OCO2)NC(=O)c1ccccc1 the results were LYPLA2 counter 4, PAFAH1B3 inh 6, PREPL inhibitor 17, GSTO1 counter 6, PAD4 inh 3, LYPLA1 inh -7, PAFAH1B2 FP inh 4, pPAFAH FP inh 3 and PME-1 primary -1.
